# CHRM5 antagonist – blocks acetylcholine activation of human M5 receptor. P08912. CHO-hM5 cells, Fluo-8 calcium fluorescence, ACh EC80. inhibition, % at 3 µM. 0.59% of 360,000 active. AID 624040;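 active = inhibition above a per-plate cutoff, the mean of that plate's test compounds plus 3 SD, cut at about 27% in these data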;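 note: 0% = acetylcholine EC80 with DMSO and 100% = DMSO without agonist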
# Target sequence (P08912 whole entry, looked up): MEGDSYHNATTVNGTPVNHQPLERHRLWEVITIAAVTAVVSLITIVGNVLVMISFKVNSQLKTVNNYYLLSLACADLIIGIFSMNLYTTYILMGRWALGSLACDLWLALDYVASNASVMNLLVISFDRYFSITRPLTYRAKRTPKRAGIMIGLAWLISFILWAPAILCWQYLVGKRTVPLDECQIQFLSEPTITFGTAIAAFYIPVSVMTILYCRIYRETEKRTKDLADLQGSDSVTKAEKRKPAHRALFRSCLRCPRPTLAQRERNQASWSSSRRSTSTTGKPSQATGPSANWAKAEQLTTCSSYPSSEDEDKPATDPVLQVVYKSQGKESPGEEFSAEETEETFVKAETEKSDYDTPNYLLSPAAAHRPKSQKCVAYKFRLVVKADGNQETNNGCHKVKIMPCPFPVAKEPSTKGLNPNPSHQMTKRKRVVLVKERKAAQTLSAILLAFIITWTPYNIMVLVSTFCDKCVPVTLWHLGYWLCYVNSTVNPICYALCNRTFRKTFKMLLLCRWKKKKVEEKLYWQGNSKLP
# TAAR1 agonist – human TAAR1 agonism. Q96RJ0. CHO RD-HGA16 TAAR1, Fluo-8 calcium fluorescence; vehicle wells 0%, saturating PEA agonist 100%. activation, % at 3 µM. 0.99% of 360,000 active. AID 624467;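 active = activation above the mean activation of all test compounds in the run plus 3 SD, cut at about 38% in these data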
# Target sequence (Q96RJ0 whole entry, looked up): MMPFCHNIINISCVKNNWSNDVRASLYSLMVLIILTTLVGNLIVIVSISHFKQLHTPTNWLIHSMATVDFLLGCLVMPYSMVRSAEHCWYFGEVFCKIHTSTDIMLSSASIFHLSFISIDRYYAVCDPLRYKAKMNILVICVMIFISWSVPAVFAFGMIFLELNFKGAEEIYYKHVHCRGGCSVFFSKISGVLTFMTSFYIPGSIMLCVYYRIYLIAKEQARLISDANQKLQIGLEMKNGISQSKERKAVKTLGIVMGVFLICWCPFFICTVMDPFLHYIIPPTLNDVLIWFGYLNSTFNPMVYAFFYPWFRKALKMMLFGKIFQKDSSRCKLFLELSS
#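 Benchmarks: low control DMSO, high control PEA (EC100); System: CHO RD-HGA16 cells carrying human TAAR1 plus Gα16; Detection: Fluo-8 fluorescence, 5 s baseline then 140 s kinetic read; Schedule: 17-24 h plating, Fluo-8 75 min 37 °C, 30 min RT; Read-out basis: % activation from peak over basal fluorescence ratio, DMSO-to-PEA scaled.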
# CHRM5 agonist – CHRM5 agonism in calcium assay. P08912. CHO-K1 hM5 cells, Fluo-8 calcium fluorescence; 0% DMSO wells, 100% maximal acetylcholine response. activation, % at 3 µM. 0.19% of 360,000 active;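 active = activation above the run's mean over test compounds plus 3 SD, cut at about 23% in these data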;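 note: signal is peak over basal fluorescence ratio across the kinetic read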
# CHO-K1 Ca PAM – M1 PAM counterscreen hit in parental CHO-K1 cells | ATP EC20, Fluo-8 calcium fluorescence; 0% at ATP EC20, 100% at ATP max | activation, % at 3 µM | 0.02% of 360,000 active;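 active = activation above the run cutoff, the mean activation of all test compounds plus 3 SD, cut at about 40% in these data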;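 note: peak over basal fluorescence ratio in a 140 s read after ATP addition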
# CHRM5 PAM – potentiates acetylcholine response at human M5 receptor; 0.3% of 360,000 active; CHO-K1 hM5, Fluo-8 calcium, ACh EC20 PAM; 0% = ACh EC20, 100% = ACh EC100; P08912; activation, % at 3 µM;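 active = activation above the run cutoff, the mean activation of all test compounds plus 3 SD, cut at about 18% in these data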
#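 Assay system: CHO-K1 hM5 cells / Incubation: Fluo-8 loading 80 min at 37 °C plus 30 min room temperature / Technique: Fluo-8 calcium dye fluorescence, kinetic read / Repeats: single replicate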
# TAAR1 antag – human TAAR1 antagonism | CHO RD-HGA16 TAAR1, Fluo-8 calcium fluorescence, antagonist | inhibition, % at 3 µM | 1.5% of 360,000 active;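 active = inhibition above a per-plate cutoff, the mean inhibition of test compounds on that plate plus 3 SD, cut at about 49% in these data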;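 note: 0% = DMSO plus EC80 beta-PEA response and 100% = DMSO alone without agonist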
#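 Test system: hTAAR1-expressing CHO RD-HGA16 cells, Gα16-coupled; Probe or stimulus: EC80 β-phenethylamine stimulus; Compound dosing: single nominal final test compound concentration of 3 µM; Timing: 140 s kinetic read after compound, 140 s after agonist; Signal: Fluo-8 calcium-sensitive fluorescence; Measure: % inhibition of agonist calcium response; Controls: DMSO and EC80 PEA controls.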
# CRFR2-BP ag – agonists of human CRF-binding protein/CRF-R2 receptor complex; AID 588473; HEK293 CRF-R2/CRF-BP, calcium dye fluorescence (FLIPR); percent of saturating CRF peptide response; 0.46% of 350,000 active; activation, % at 13.2 µM;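 active = activation of at least 50%, plus an integration ratio under a set limit after plate pattern correction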;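 note: plate controls were neutral control wells without compound for no effect and CRF at EC100 for full effect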
# M4 PAM – positive allosteric modulators of human muscarinic M4 receptor; P08173; 0.4% of 360,000 active; CHO-K1 hM4/Gqi5, Fluo-8 calcium fluorescence, ACh EC20; 0% = ACh EC20, 100% = maximal ACh; activation, % at 3 µM;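 active = activation above its plate's cutoff, the mean activation of sample wells plus 3 SD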; note: some results filed as inactive read as strong as hits
# CRFBP-R2 block – blocks CRF-induced signaling of the CRF-BP/CRF-R2 complex; 0.59% of 350,000 active; HEK293 CRF-R2/CRF-BP, CRF-induced calcium fluorescence; inhibition, % at 11.8 µM;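 active = inhibition of the ligand-induced calcium signal above about 50% at the single tested concentration, limit read from the data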
# An asterisk follows results filed as active; . = no result given.
# Below each compound: CHRM5 antagonist	TAAR1 agonist	CHRM5 agonist	CHO-K1 Ca PAM	CHRM5 PAM	TAAR1 antag	CRFR2-BP ag	M4 PAM	CRFBP-R2 block
COc1ccc(S(=O)(=O)N(C)C[C@@H]2Oc3cc(C#CC4CCCCC4)ccc3S(=O)(=O)N([C@@H](C)CO)C[C@@H]2C)cc1
  -0.7	1.8	3.1	0.2	-0.5	-23.2	5.5	-5.0	-21.2
COc1ccccc1[C@@]1(C)ON(c2ccccc2C(F)(F)F)C1=O
  0.9	5.4	-1.9	19.2	1.6	1.1	-0.9	13.3	-0.8
COc1ccccc1CN1CC(C(=O)NC2CCCCC2)CC1=O (stereo not given)
  0.8	4.9	-0.6	19.5	-0.3	-7.9	-0.7	14.2	0.5
O=C(NC1CCN(S(=O)(=O)c2ccc(Cl)cc2)CC1)c1cccnc1
  3.5	-2.4	-2.8	13.3	1.8	14.2	-4.3	7.0	-1.4
COCC1CCN(C(=O)c2cc(COc3ccc4ncccc4c3)on2)CC1
  19.6	5.1	9.2	2.5	-27.2	11.1	2.0	-8.3	12.1
COC(=O)c1sc(N(C)C)c(C#N)c1-c1ccccc1
  -2.6	-0.8	1.2	10.1	7.7	-19.1	-0.9	-1.6	1.7
CCOC(=O)CCCNC(=O)CCNC(=O)c1ccc(OC)cc1
  -4.2	8.0	0.8	9.3	-0.1	-15.1	0.4	1.7	16.1
Cc1cc(C)nc(SCC(=O)Nc2ncc3c(n2)CCCC3=O)n1
  -4.6	2.3	-1.9	11.0	-0.6	-19.5	0.3	10.6	4.3
O=C(c1cn(Cc2ccccc2)nc1-c1cccnc1)N1CCN(Cc2ccccc2)CC1
  4.5	6.7	1.6	15.6	0.8	16.2	0.8	1.1	-6.2
O=C(CCC(=O)N1CCOc2ccccc21)NCc1ccccn1
  2.6	1.3	2.5	-7.4	-6.7	-3.5	0.1	2.7	-15.3
CC(=O)N1N=C(c2ccccc2)OC1c1ccc([N+](=O)[O-])s1 (stereo not given)
  6.6	.	0.8	-12.8	0.7	.	0.2	-1.3	1.9
CC(=O)Nc1ccc(NC(=O)C(C)N(C)CC(=O)Nc2ccccc2Br)cc1 (stereo not given)
  7.0	0.3	-0.4	-4.4	4.2	-10.6	0.0	0.8	-6.2
CN1CCN(c2ccc(NC(=O)Cc3ccccc3)cc2)CC1
  -8.8	9.3	-0.2	5.3	7.1	12.0	4.3	0.7	10.2
C[n+]1ccccc1N1CCN(c2ccccc2Cl)CC1
  1.6	0.2	-8.2	6.6	-4.9	-21.1	0.3	-3.6	7.1
COC(=O)C(C)Oc1ccc(-c2nccc(-c3ccc(F)cc3)n2)cc1 (stereo not given)
  2.7	-0.2	-4.7	-0.7	-11.2	11.0	2.5	-10.1	16.9
c1ccc2sc(NN=C3CCCC3)nc2c1
  -5.7	1.8	-0.9	5.2	-5.4	12.7	3.0	1.2	-32.2
Cn1nnnc1NN=Cc1ccccc1
  -0.3	28.0	-1.6	8.6	-7.2	3.1	-1.4	2.8	-11.1
COc1cc(/C=C2\C(C)=C(C#N)c3nc(N)c(C#N)c(C)c32)ccc1OCC(=O)O
  0.9	-0.2	1.0	20.7	-1.2	-6.2	-1.0	2.3	25.0
O=C(Nc1ccn(Cc2ccccc2F)n1)c1ccc(COc2ccc(Br)cc2)cc1
  23.1	8.4	6.1	-8.3	-11.5	29.1	0.4	-5.7	0.3
CCN(CC)S(=O)(=O)N1CCC(C(=O)NCc2ccc(C)cc2)CC1
  0.0	7.8	2.4	13.0	-4.9	-12.2	-2.9	4.1	-17.5
CCOC(=O)C(C)Oc1c(C(=O)OC)sc2ncccc12 (stereo not given)
  12.9	4.8	-4.0	19.5	-3.7	-10.1	-1.0	-1.1	-1.4
OCCNc1ncnc2c1ncn2Cc1ccccc1
  0.1	7.2	-0.1	10.7	-1.7	2.4	0.2	-13.7	1.7
CN1C[C@@H]2C[C@@H](c3cccn3-c3nccs3)N3CCC[C@@]23C1=O
  -8.3	2.1	-2.6	8.3	5.4	-11.5	-0.1	-5.5	-8.6
COc1ccc(CCN(C)Cc2nc(-c3cnccn3)no2)cc1OC
  -2.9	7.5	-0.1	-16.2	6.8	-36.3	-1.1	4.6	2.1
Cc1c(Cl)cccc1N1C(=O)CC(Sc2ccccc2N)C1=O (stereo not given)
  20.8	1.0	0.8	1.8	0.0	0.3	0.1	-2.4	-1.1
CCOC(=O)C(=O)N1CCC(C(=O)OC)CC1
  -4.0	1.2	-1.2	11.1	-4.5	11.9	-3.1	-0.7	21.1
O=C1/C(=C\c2ccsc2)N2CCC1CC2
  7.9	7.0	1.9	14.8	-2.9	-6.0	-0.3	-25.7	1.5
CN(C)c1ccc(CN2CCCCCC2)cc1
  -0.2	15.5	-6.5	4.4	-5.0	-17.2	-1.5	4.1	-5.5
CCn1c(SCC(=O)N/N=C/C=C\c2ccccc2[N+](=O)[O-])nnc1-c1ccccc1
  7.1	14.8	-2.1	-7.3	-5.0	1.6	2.5	15.8	4.4
CCC(=O)N1c2ccc(S(=O)(=O)NCCc3ccc(C)cc3)cc2CC1C (stereo not given)
  -15.4	2.3	-0.6	21.3	10.9	-17.8	-1.0	8.9	5.6
Cc1nc2nc(SCc3ccccc3)nn2c(C)c1C
  0.1	1.0	2.1	23.6	4.8	-15.7	-1.8	6.2	10.7
CC(=O)Nc1ccc2ccccc2c1
  -3.5	.	1.6	12.8	0.5	.	2.7	10.9	19.3
CCN(CC)S(=O)(=O)c1cc(NC(=O)Cc2ccsc2)ccc1C
  11.1	-0.1	-0.3	3.3	-2.4	-1.4	-0.8	-0.1	18.2
COc1cc(/C=N/NC(=O)c2ccc(C)nc2)cc([N+](=O)[O-])c1O
  -7.5	5.8	-6.5	26.0	-7.3	-7.8	2.0	1.2	-1.0
O=C(O)c1ccc(-c2cccc(-c3nn4c(=O)cc(N5CCNCC5)nc4s3)c2)cc1
  -15.2	5.2	1.1	27.4	14.7	-16.8	.	2.8	.
CN(C)C(=O)N1CCN(S(=O)(=O)c2ccc3ccccc3c2)CC1
  13.9	1.7	-2.6	-21.9	-3.4	-6.7	-1.8	-8.6	4.4
CN(Cc1cccs1)S(=O)(=O)c1ccc(Cl)cc1F
  0.1	5.3	-5.4	12.3	1.2	9.3	-3.7	-4.0	25.0
Cc1ccccc1Cn1ccc(NC(=O)c2nc3ncccn3n2)n1
  -4.3	1.7	-0.2	13.3	-1.5	1.4	0.0	9.1	0.0
O=S1(=O)CCOC[C@H](CC2CCCCC2)N1Cc1ccccc1F
  11.9	10.3	-3.0	17.7	6.7	0.3	-0.2	-1.1	-4.3
CC(C)c1ccc(-c2nc3c([nH]2)c(=O)n(C)c(=O)n3C)cc1
  -4.5	6.2	0.0	10.0	-0.7	-9.7	0.8	-0.9	0.4
COc1ccc(C)cc1NC(=O)C(OC(=O)CNC(=O)c1cccc(F)c1)c1ccccc1 (stereo not given)
  -4.2	-0.4	-4.0	-16.4	-3.0	-0.3	-0.4	-1.9	-13.1
COc1cc2c(C(=O)N(C)c3ccc(F)cc3)cn(C)c(=O)c2cc1OC
  7.9	0.7	2.8	16.9	-2.6	0.9	-1.0	-3.4	11.7
CCC(CC)C(=O)Nc1c2c(nn1-c1ccc(C)cc1)CS(=O)(=O)C2
  -1.9	-0.9	-5.6	7.3	9.8	-6.2	-2.9	6.3	16.3
CC(=O)N1CCN(c2ccc(NCc3ccc(Br)o3)cc2)CC1
  4.0	8.8	-0.5	27.5	0.9	8.7	0.5	0.9	1.1
O=C(NCC1CC1)c1cc2c(c(-c3cccc(-c4ccccc4F)c3)n1)[C@H](CCO)N(C(=O)CC1CC1)C2
  -1.4	6.7	3.3	20.8	-4.0	21.8	.	-4.2	.
O=C(c1ccc(=O)[nH]n1)N1CCN(S(=O)(=O)c2cccc(F)c2)CC1
  -1.7	2.2	-4.0	2.5	2.9	-44.9	7.6	8.7	9.3
COc1ccc(Cl)cc1NC(=O)C(C)NC(c1ccccc1)c1ccccc1 (stereo not given)
  10.7	1.5	-0.4	-1.5	-0.3	-19.6	-0.6	10.9	53.2*
O=C(Nc1ccc(Cl)cn1)Nc1ccccc1Cl
  -14.9	4.3	-2.7	9.0	-1.8	-17.3	-0.6	-3.7	-12.8
Cc1nn(-c2ccc3ccccc3c2)c(=O)c2ccccc12
  8.6	7.9	-3.9	3.0	1.0	-3.7	0.8	15.8	-7.3
COC(=O)c1ccc(NC(c2ccc(Cl)cc2)P(=O)(OC)OC)cc1 (stereo not given)
  -6.3	0.5	-1.2	23.0	3.3	-8.5	0.6	4.4	5.6
CO[C@@H]1CN(C)C(=O)c2cc(NS(=O)(=O)c3ccc(C)cc3)ccc2OC[C@H](C)N(Cc2nccs2)C[C@H]1C
  2.6	2.5	1.1	.	-5.6	-27.2	.	2.5	.
Cc1ccc(C)c(N2C(=O)CC(N3CCN(Cc4ccc5c(c4)OCO5)CC3)C2=O)c1 (stereo not given)
  0.6	0.1	-0.9	8.7	2.5	-16.9	-1.6	2.0	16.5
O=C(CNC(=O)c1ccccc1)OCc1cccc([N+](=O)[O-])c1
  -5.7	-0.1	-0.4	6.4	-2.2	-8.6	-3.6	13.8	3.2
COc1ccc(CCNC(=O)CSc2cccc3cccnc23)cc1OC
  7.7	0.2	-4.0	-7.6	-5.0	-13.3	4.1	-7.1	17.8
S=c1[nH]nc(-c2cc(-c3ccco3)[nH]n2)n1-c1ccccc1
  -4.8	10.8	0.5	19.3	3.4	4.1	0.4	-0.6	2.2
CN1OC[C@@H]2CN(C(=O)C(C)(C)C)[C@H](c3cccc(Br)c3)C[C@@H]21
  -3.4	-0.2	0.5	2.7	-2.2	6.0	-0.9	1.3	12.1
CC(=O)c1cccc(N=c2scc(-c3ccc(S(=O)(=O)N4CCOCC4)cc3)n2CCO)c1
  18.9	17.8	9.0	-6.2	-17.3	35.6	1.4	-12.1	-9.0
CC(=O)NC12CC3CC(C1)CC(C(=O)OCC(=O)Nc1ncc(Cl)cc1Cl)(C3)C2
  -1.9	0.1	-5.9	16.6	5.1	0.3	0.9	6.6	-9.8

# Sorted by molar mass (ascending): some entries from above.
# Below each compound: CHRM5 antagonist	TAAR1 agonist	CHRM5 agonist	CHO-K1 Ca PAM	CHRM5 PAM	TAAR1 antag	CRFR2-BP ag	M4 PAM	CRFBP-R2 block
S=c1[nH]nc(-c2cc(-c3ccco3)[nH]n2)n1-c1ccccc1
  -4.8	10.8	0.5	19.3	3.4	4.1	0.4	-0.6	2.2
CCC(CC)C(=O)Nc1c2c(nn1-c1ccc(C)cc1)CS(=O)(=O)C2
  -1.9	-0.9	-5.6	7.3	9.8	-6.2	-2.9	6.3	16.3
CC(=O)c1cccc(N=c2scc(-c3ccc(S(=O)(=O)N4CCOCC4)cc3)n2CCO)c1
  18.9	17.8	9.0	-6.2	-17.3	35.6	1.4	-12.1	-9.0

# Screening results from PubChem.
